Peg3 promoter: inhibitors of Peg3 promoter. hit rate 1.7% among 360,000. HeLa PEG-Prom luciferase reporter, luminescence, overnight. inhibition, % at 20 µM. AID 588405;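 active means inhibition of at least 50% at 20 µM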
MITF TRPM1 inh: MITF TRPM1 promoter inhibition in SK-MEL-5 cells; SK-MEL-5 TRPM1 promoter luciferase, 24 h; inhibition, % at 12.5 µM; hit rate 0.83% among 330,000;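 active means mean inhibition across replicates of 60% or more, whatever share of single replicates reaches that level; inconclusive means some that reach 60%, reason not given; inactive means mean inhibition across replicates below 60%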; further: values of inactives mirror those of a sister screen read the other way
NR2E3 ag-1: activates human NR2E3 receptor; Q9Y5X4; hit rate 0.35% among 360,000; AID 602229; CHO-S Gal4-NCOR/VP16-NR2E3 two-hybrid, luciferase; inhibition of corepressor binding, % at 3.98 µM;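 active means inhibition above the mean of all tested compounds plus 3 SD, cut at about 70% in these data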;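 further: 0% = DMSO with NR2E3 transfected cells and 100% = cells lacking NR2E3 construct; higher means lower luciferase signal from less NR2E3 corepressor binding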
Target sequence (Q9Y5X4 whole entry, looked up, the tested form may be a part): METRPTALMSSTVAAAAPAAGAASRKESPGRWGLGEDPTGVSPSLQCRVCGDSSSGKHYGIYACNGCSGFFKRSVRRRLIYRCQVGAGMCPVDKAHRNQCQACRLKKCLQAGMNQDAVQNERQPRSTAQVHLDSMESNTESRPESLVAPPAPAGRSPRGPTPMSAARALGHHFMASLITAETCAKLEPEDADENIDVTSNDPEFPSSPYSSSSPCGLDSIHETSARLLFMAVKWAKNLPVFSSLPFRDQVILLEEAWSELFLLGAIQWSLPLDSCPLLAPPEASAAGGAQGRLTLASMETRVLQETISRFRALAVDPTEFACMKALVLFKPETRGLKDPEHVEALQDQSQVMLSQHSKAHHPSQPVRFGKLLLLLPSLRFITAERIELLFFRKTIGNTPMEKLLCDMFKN
Vif inh: HIV Vif inhibition | HEK293T cells, Vif self-association by quenched fluorescence, imaging, 24 h | inhibition, % at 7.49 µM | hit rate 0.35% among 340,000 | AID 602346; in the data active means inhibition above about 50%, passing the limit was not always enough; inconclusive means no clear call, values can overlap the other calls; inactive means below about 31%; further: some results filed as inactive read as strong as hits
NR2E3 ag-2: NR2E3 (human) agonism; Q9Y5X4; GST-NR2E3/biotin-RetCOR TR-FRET, 1536-well; inhibition of corepressor binding, % at 4.78 µM; hit rate 0.12% among 320,000; AID 2300;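 active means percent inhibition above the cutoff of mean plus 3 SD of all tested compounds, set per screening campaign, cut at about 20% in these data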;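 further: 0% = DMSO wells and 100% = biotin wells as full block of FRET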
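Test system – NR2E3–RetCOR corepressor complex · Quantity – NR2E3 fusion 1.35 nM · Buffer or medium – Tris pH 7.5 · Incubation – Compound–protein incubation for 5 h at 4 °C · Technique – TR-FRET, Eu(K)-anti-GST donor, streptavidin-D2 acceptor, ex 340, em 617/671 nm · Evaluation – percent inhibition of 671/617 nm emission ratio versus biotin and DMSO controls · Plate – 1536-well format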
aDG glyco up: alpha-DG glycosylation activation. activation, % at 10 µM. Pro5-aDG cells, alpha-DG glycosylation AlphaScreen (IIH6); 0% Pro5, 100% B10-LARGE cell signal. hit rate 0.22% among 360,000;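 active means activation of at least 8% versus controls, or a plate z-score of at least 8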;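 further: Pro5 are CHO cells carrying HIG-tagged alpha-DG that lacks glycosylation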
CaV13 FRET inh: Primary screen for inhibitors of IQ motif and Ca2+-dependent inactivation inhibitor domain binding in CACNA1D, Förster resonance energy transfer in living cells, …; HEK cells, CFP/YFP FRET ICDI-IQ, plate reader, 10 min; percent FRET-ratio fall versus neutral wells; inhibition, % at 12.3 µM; hit rate 0.098% among 340,000;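 active means mean replicate inhibition of at least 30% and at least 1% of replicates passing that level; inconclusive means only one of the two criteria is met; inactive means neither criterion is met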;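 further: 0% = median of the neutral control wells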
Exocytosis inh: blocks lytic granule exocytosis; TALL-104 LAMP-1 surface exposure, flow cytometry; cells stimulated with thapsigargin and PMA; inhibition, % at 10 µM; hit rate 0.66% among 360,000;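 active means inhibition above about 55%, limit read from the data; inconclusive means no clear call, values can overlap the other calls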
HIF-2a block: inhibitors of HIF-2a; AID 624352; hit rate 0.72% among 360,000; inhibition, % at 18.8 µM; 786-0 RCC cells HIF-2a reporter, luciferase luminescence, overnight;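 active means inhibition of the luminescence signal of 40% or more relative to plate controls, in a single-dose primary screen at 18.75 µM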
iPSC survival up: increases survival of single human iPS cells | hiPSC single-cell survival, ATPlite luminescence; 100% = ROCK inhibitor wells, 0% = DMSO | survival enhancement, % at 20 µM | hit rate 0.044% among 360,000 | AID 602274; in the data active means survival enhancement above about 18%;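 further: cells exposed to compounds for 16 hours before the ATP read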
PDI inh: PDI (human) enzyme inhibition. PDI insulin aggregation turbidity, A650, 90 min. inhibition, % at 10 µM. hit rate 0.052% among 350,000. P07237;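 active means mean inhibition across replicates of 30% or more, whatever share of single replicates reach that level; inconclusive means mean inhibition below 30% while every single replicate reaches 30%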;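 further: absorbance from insulin aggregation driven by PDI reduction with DTT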
Target sequence (P07237 whole entry, looked up): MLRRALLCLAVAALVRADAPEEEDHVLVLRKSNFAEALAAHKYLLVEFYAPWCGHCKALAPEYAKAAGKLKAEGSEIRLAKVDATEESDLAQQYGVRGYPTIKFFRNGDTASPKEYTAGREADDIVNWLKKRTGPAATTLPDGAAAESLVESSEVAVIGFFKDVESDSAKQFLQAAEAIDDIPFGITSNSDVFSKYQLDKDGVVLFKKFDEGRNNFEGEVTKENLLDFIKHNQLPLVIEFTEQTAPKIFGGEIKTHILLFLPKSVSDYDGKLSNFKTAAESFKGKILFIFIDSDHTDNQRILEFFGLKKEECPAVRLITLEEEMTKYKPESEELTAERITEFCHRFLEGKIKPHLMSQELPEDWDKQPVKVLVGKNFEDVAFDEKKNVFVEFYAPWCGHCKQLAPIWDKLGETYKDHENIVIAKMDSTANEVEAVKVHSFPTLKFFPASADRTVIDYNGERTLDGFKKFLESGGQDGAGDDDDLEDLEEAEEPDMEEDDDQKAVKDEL
* hit, by the source's call; ? = inconclusive; · = no result given.

SMILES	Peg3 promoter	MITF TRPM1 inh	NR2E3 ag-1	Vif inh	NR2E3 ag-2	aDG glyco up	CaV13 FRET inh	Exocytosis inh	HIF-2a block	iPSC survival up	PDI inh
CCOc1cc(Br)c(Br)c(C=Nc2ccc(NC(C)=O)cc2)c1O	32	8	-2	-1	1	-0.1	-4	5	28	1.2	0
CC(=O)Nc1ccc(OCC(=O)NCc2ccc(C)cc2)cc1	5	0	1	16	3	-0.2	-1	-3	5	-1.0	0
O=C(NC1CC1)c1cc(OCC(F)(F)F)ccc1OCC(F)(F)F	3	4	27	0	-1	0.2	4	-5	-3	1.0	-2
O=C(Nc1sc2c(c1C(=O)O)CCCCC2)c1cccs1	-195	-41	-137	·	2	0.0	-2	0	-219	-0.8	0
COc1ccc(NC(=O)CSc2nnc3ccc(-c4ccncc4)nn23)cc1	-11	-19	-7	-11	0	0.0	-5	2	0	-0.4	7
COc1cc(CNCCO)cc(Cl)c1OCc1ccc(Cl)cc1Cl	105*	7	6	3	-2	-1.0	-5	44	5	-2.8	-7
COc1ccc(NC(=O)CN(C)C2CCS(=O)(=O)C2)cc1 (configuration not stated)	6	0	-12	13	2	0.0	-5	6	11	-0.4	-1
COc1ccc([C@H]2CC(=O)C=C(c3c(C)cc(C)cc3C)C2)cc1	-21	-3	-31	1	1	-0.1	-5	4	11	-0.8	0
COc1cc(NC(c2ccccc2)c2ccccc2)cc(OC)c1OC	-8	-2	14	2	-1	-0.1	-5	-6	17	-0.3	-3
Cc1ccc(CNC(=O)c2cnc3ccccc3n2)cc1	-68	-12	-29	-1	0	0.0	-7	-9	-87	0.2	2
Cc1ccc(S(=O)(=O)N2C/C=C\CN(S(=O)(=O)c3ccccc3Br)CC2)cc1	-7	-3	9	1	·	-0.1	-9	0	0	-0.5	10
CCN(Cc1nc(-c2ccccc2)no1)C(=O)c1ccoc1C	4	0	8	-5	-1	0.0	-5	-1	6	0.8	-9
CCC1(c2ccccc2)NC(=O)N(CC(=O)Nc2ccc(Cl)c(S(=O)(=O)N3CCCCC3)c2)C1=O (configuration not stated)	9	4	20	-19	-1	-0.3	·	2	-1	-0.3	1
O=C(c1cc(=O)c2ccccc2o1)N(Cc1ccccc1)C1CCS(=O)(=O)C1 (configuration not stated)	9	-3	-17	1	-4	0.1	-2	-2	11	2.4	6
CCc1noc(C)c1C(=O)N1CCN(S(=O)(=O)c2ccc(C)cc2)CC1	7	-13	-19	-1	0	0.5	-15	19	1	-0.4	-3
CN1C=CC2=C(C#N)C(N)C(C#N)(C#N)[C@H](c3ccccc3)[C@H]2C1 (some centres not stated)	28	-4	38	47	3	0.0	-10	1	7	1.7	1
COc1ccc(S(=O)(=O)N2CCN(CC(=O)N3CCc4ccccc4C3)CC2)cc1OC	16	5	-11	-3	5	-0.1	-6	-3	20	-0.3	4
C=Cc1ccc(N=Cc2c(O)ccc3ccccc23)cc1	13	22	-23	·	2	0.1	-20	33	3	-0.4	24
OCCC1CN(Cc2cccc(F)c2F)CCN1CCc1ccccc1 (configuration not stated)	8	0	-25	4	0	0.0	-2	11	17	1.4	9
CC[C@@]1(C(=O)OC)N[C@H](CN(C)C(=O)COC)[C@@H]2C(=O)N(Cc3ccccc3)C(=O)[C@@H]21	-4	3	-9	?	·	0.0	-5	-2	8	0.6	12
COc1ccc(N2CS(=O)(=O)/C(=C/N(C)C)C2=O)cc1	-149	-35	-48	-4	0	-0.2	-5	-2	-109	0.0	-7
COc1cccc(CC(=NO)c2cccc(OC)c2)c1	-10	0	0	10	·	0.3	-1	17	-30	-0.6	-3
CCOC(=O)C1CCCN(C(=O)c2ccccc2OC(F)(F)F)CC1 (configuration not stated)	7	·	-12	13	·	-0.3	-5	-2	15	0.7	5
CC1=C(C(=O)OCC2CCCO2)C(c2cccc(O)c2)NC(=O)N1 (configuration not stated)	12	2	-11	4	7	0.0	-7	-1	15	-0.3	-2
O=C(COc1c(Br)cc(Br)c2cccnc12)N1CCc2ccccc2C1	-8	-4	-9	·	18	0.1	-8	2	-48	-0.6	6
COCCCNC(=O)/C(C#N)=C/c1ccc(F)cc1	-3	8	1	-3	0	0.0	-3	-2	6	-0.6	10
CCCN1CCN(C(=O)c2ccc(CS(=O)c3ccc(Br)cc3)o2)CC1 (configuration not stated)	14	·	-25	2	·	-0.4	35*	-3	22	-0.1	5
CCCCC1=CC2=C(c3ccco3)C(=O)C(C)(OC(=O)c3ccc(OC)cc3)C(=O)C2=CN1CCN1CCOCC1 (configuration not stated)	-3	-6	-28	-8	4	0.0	·	-5	7	18	7
CN(Cc1ccccc1)C(=O)c1ccc(NC(=O)c2ccccc2)cc1	4	11	-4	-5	2	0.1	·	-5	-8	0.5	-1
O=c1cc(O)c2ccccc2[nH]1	3	8	6	26	2	-0.2	-4	1	18	0.4	-2
Cc1cc(-c2ccccc2)nc(N/N=C/c2ccc(O)cc2O)n1	-1	-11	13	-3	0	0.7	-4	14	-119	-0.4	-6
COc1cccc(CN2CC(C(=O)NCc3cccc(Cl)c3)CCC2=O)c1 (configuration not stated)	-3	-8	-2	-5	·	0.1	-7	-2	-6	0.1	7
CCn1c(-c2ccccc2Cl)nn(CC(=O)Nc2ccccc2OC)c1=S	23	16	2	-14	0	0.0	·	5	1	2.5	-3
C(CCN1CCOCC1)CN1CCOCC1	8	·	8	·	·	-0.4	-9	-4	-2	0.0	·
COc1ccc(O)c(CN2CCN(CCCc3ccccc3)C(CCO)C2)c1 (configuration not stated)	14	3	25	-4	2	0.1	-19	18	6	-0.4	-4
CC(Oc1nc2c(c(=O)n(C)c(=O)n2C)n1C)C1CCCCC1 (configuration not stated)	1	-6	-20	-5	·	0.0	-5	7	8	-1.5	-1
O=C(CCCOc1ccccc1)NNC(=O)c1ccncc1	7	-22	-9	12	·	-0.2	-5	21	6	0.5	-2
O=C(CN1C(=O)c2ccccc2S1(=O)=O)c1ccccc1F	5	26	-20	5	2	-0.1	-8	-2	7	0.9	-1
COC(=O)COc1cccc(NC(=O)c2cccs2)c1	3	0	-6	6	2	0.1	-5	3	11	-0.9	9
Cc1cc(N2CCN(S(=O)(=O)c3ccccc3)CC2)c2ccccc2n1	34	2	14	-3	-2	0.4	-10	-5	11	4.3	20
CCN(CC)CCn1c(=S)[nH]c2ccc(Br)cc2c1=O	-5	3	-23	0	0	-0.1	-7	3	3	-0.7	-1
COC(=O)CCC(=O)NNC(=O)c1ccc(Br)cc1	8	-1	-22	-4	6	-0.1	-3	0	2	-2.4	2
O=c1cc(CSc2n[nH]c(=O)n2C2CC2)c2ccc(O)cc2o1	-11	·	-23	-2	1	-0.1	-5	7	8	-0.6	13
CCOC(=O)C1=C(O)C(=O)N(c2ccc(S(N)(=O)=O)cc2)C1c1ccc([N+](=O)[O-])cc1 (configuration not stated)	5	-2	-18	19	2	-0.1	0	0	11	-0.4	4
CCCN(CC(=O)Nc1ccccc1OC)C(=O)c1ccncc1	3	6	-6	6	-4	-0.1	-3	-15	19	-0.3	0
CC(=O)Nc1ccc(NC(=O)c2ccc(S(=O)(=O)N3CCCCCC3)cc2)cc1	0	·	12	9	·	0.0	-5	0	5	-2.3	-4
COc1cc(/C=C2\N=C(c3c(-c4ccccc4)noc3C)OC2=O)ccc1OC(C)=O	7	8	-6	-7	3	-0.2	1	-1	12	-0.5	-2
CC1(C)CN(c2ccccc2)N(Cc2ccc(F)cc2)C1=O	15	9	-5	-9	-4	0.1	-11	1	9	-3.7	4
CCOc1ccccc1NC(=O)Nc1ccc(CC#N)cc1	-77	-28	-75	-4	1	0.1	-2	-7	-96	-0.3	-4
CCC(C)(C)n1nnnc1C(c1ccc(O)c(OC)c1)N1CCc2ccccc2C1 (configuration not stated)	6	17	-6	·	-3	-0.3	-8	7	-3	-2.2	9
CCC(=O)N/C(=N/c1nc(C)cc(C)n1)Nc1cccc(OC)c1	18	-2	1	·	4	0.4	-7	0	-30	-1.8	-4
O=C(COc1ccccc1Cc1ccccc1)Nc1cccc(S(=O)(=O)N2CCOCC2)c1	11	0	-11	1	-3	2.0	-16	-5	13	-0.6	9
CCC1=C(c2ccc(C)cc2)S(=O)(=O)N=C1N1CCC(C(=O)NCCCN2CCCCC2C)CC1 (configuration not stated)	3	-10	-10	12	0	1.4	-5	-1	2	-0.1	4
CCCn1c(=O)c(C(=O)NCCc2ccc(OC)c(OC)c2)c(O)c2ccccc21	13	7	16	0	·	0.0	-5	0	28	1.0	-5
O=[N+]([O-])c1cc(S(=O)(=O)N2CCOCC2)ccc1OCc1ccccc1C(F)(F)F	12	6	9	13	·	-0.3	-6	-4	6	0.0	7
CCC1CCCCN1C(=O)Cn1c(=O)n(CCCC(=O)NCc2ccco2)c(=O)c2sccc21 (configuration not stated)	-8	-8	-18	34	3	-0.1	-7	-10	-2	-0.1	6
O=c1oc2ccccc2cc1N1CCOCC1	9	-1	-36	6	5	-0.4	-7	-2	7	0.2	-4
CCC(C(=O)NCc1ccc(F)cc1)N(Cc1cccs1)C(=O)c1snc(C(N)=O)c1N (configuration not stated)	12	1	-15	-8	-2	0.0	-2	11	9	1.0	-6
CCCn1c(SCC(=O)NCc2ccccc2Cl)n[nH]c1=O	11	14	8	4	0	-0.1	7	2	12	3.5	-1
C[C@H](O)[C@@H]1C(=O)N2CCc3ccc(N4CCN(C)CC4)cc3[C@@H]2C[C@@H]1N(C)C(=O)c1ccc(C#N)cc1	-18	2	2	·	·	0.1	-4	-3	6	3.3	-10

Next structures
SMILES	Peg3 promoter	MITF TRPM1 inh	NR2E3 ag-1	Vif inh	NR2E3 ag-2	aDG glyco up	CaV13 FRET inh	Exocytosis inh	HIF-2a block	iPSC survival up	PDI inh
Cc1cc(C(=O)N2CCCC2(C)C(=O)NCC(C)C)nn1C(C)(C)C (configuration not stated)	-2	·	-10	11	·	0.1	-10	6	5	4.0	5
CC(=O)Nc1cc(-c2cccnc2)cn2c(-c3ccc(F)cc3)cnc12	-7	·	2	·	·	0.2	-11	-9	-2	1.6	-3
S=c1nc(-c2ccccn2)c(-c2ccccn2)n[nH]1	9	·	-7	3	·	-0.2	·	-3	-8	1.5	·
C/C=C(\C)C(=O)Nc1cccc(C2=NOC3(C2)C[C@@H](C(N)=O)N(C(=O)c2cc([N+](=O)[O-])cc([N+](=O)[O-])c2C)C3)c1 (some centres not stated)	4	3	16	1	1	0.2	-9	-3	-18	6.0	0
COc1cc(/C=N/NC(=S)NCCc2ccccc2)cc(OC)c1OC	-32	-8	18	-2	·	-0.1	-4	-4	-28	-0.1	2
